SUMO1-SIM PPI: SUMO1-SIM interaction modulation; P63165; SUMO1 binding to a labelled peptide, TR-FRET, 1 h; inhibition, % at 20 µM; 0.33% of 360,000 active; in the data active = inhibition above about 37%
Target sequence (P63165 whole entry, looked up): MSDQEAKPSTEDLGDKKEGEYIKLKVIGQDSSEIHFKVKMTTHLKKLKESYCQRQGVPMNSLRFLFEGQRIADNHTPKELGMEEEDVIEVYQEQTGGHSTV
DNMT1 block: DNMT1 (human) enzyme inhibition | P26358 | DNMT1 molecular beacon, Hinp1I cleavage, fluorescence | inhibition (reported as % activation of signal), % at 10 µM | 0.83% of 360,000 active | AID 588458; in the data active = inhibition above about 50%
Rpn11 inh: inhibitors of human proteasome Rpn11. 0.59% of 360,000 active. human 26S proteasome, Ub4-pepOG fluorescence polarization; 20S core pre-blocked with epoxomicin. calls only at 20 µM. O00487;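 active = inhibition at 20 µM, scaled to each plate's controls, above about 33%, limit read from the data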
Target sequence (O00487 whole entry, looked up): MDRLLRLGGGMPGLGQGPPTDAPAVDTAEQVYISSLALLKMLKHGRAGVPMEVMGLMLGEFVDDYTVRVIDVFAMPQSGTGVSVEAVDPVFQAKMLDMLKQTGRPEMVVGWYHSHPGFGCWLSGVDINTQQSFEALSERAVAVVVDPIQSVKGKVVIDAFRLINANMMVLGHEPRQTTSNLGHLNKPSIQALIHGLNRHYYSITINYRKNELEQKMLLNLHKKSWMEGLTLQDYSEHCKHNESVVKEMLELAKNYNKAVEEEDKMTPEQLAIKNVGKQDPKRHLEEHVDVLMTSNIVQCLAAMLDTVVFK
NadD block: blocks S. aureus nicotinate mononucleotide adenylyltransferase; purified NadD enzyme, colorimetric absorbance read-out; inhibition, % at 20 µM; 0.78% of 360,000 active; AID 602399; in the data active = inhibition above about 26%; also: some compounds past the cut are filed as inactive
STEP block: STEP (human) phosphatase inhibition; P54829; recombinant STEP, OMFP fluorogenic substrate, fluorescence; inhibition, % at 20 µM; 0.25% of 360,000 active; AID 588621;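 active = inhibition at 20 µM, scaled per plate between control wells, above about 37%, limit read from the data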;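 also: 0% = DMSO with enzyme and substrate and 100% = substrate only without enzyme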
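material = STEP tyrosine phosphatase | reagent = fluorogenic phosphatase substrate OMFP at 25 µM final | doses = single compound dose of 20 µM, 1% DMSO final | schedule = 20 min reaction, room temperature, in the dark | measured by = fluorescence, 480/540 nm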
PABP1 MLLE inh: inhibitors of microRNA-mediated deadenylation, human PABP1 MLLE binding. P11940. GST-MLLE / FITC-PAM2 fluorescence polarization. inhibition, % at 20 µM. 0.36% of 360,000 active. AID 588489; in the data active = inhibition above about 35%, passing the limit was not always enough;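 also: plate controls were DMSO wells with GST-MLLE for no effect and wells lacking GST-MLLE protein for full effect; some results filed as inactive read as strong as hits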
TbMetRS inhib: blocks T. brucei methionyl-tRNA synthetase activity; purified T. brucei MetRS, ATP depletion, Kinase-Glo luminescence; 0.4% of 360,000 active; inhibition, % at 11.9 µM;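 active = inhibition above a per-plate cutoff of the control wells' mean inhibition plus 3 SD, cut at about 5.5% in these data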;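 also: 0% = DMSO wells median and 100% = median of wells with control inhibitor compound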
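Test system – parasite MetRS enzyme · Reagent – substrates ATP, L-methionine and bulk Escherichia coli tRNA · Doses – 11.9 µM compound single dose, 0.9% DMSO · Times – 15 min enzyme-compound preincubation, 2 h reaction, 10 min detection, 25 °C · Signal – Kinase-Glo luminescence, ATP depletion format · Controls – DMSO-only wells as low control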
CSN deneddyl inh: inhibitors of human CSN-mediated cullin deneddylation. Purified CSN, SCF-Nedd8-OG deneddylation, fluorescence polarization. 0.38% of 360,000 active. inhibition, % at 12.5 µM;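 active = pattern-corrected inhibition above about 35%, with an unprinted fluorescence ratio check between 0.5 and 1.5, limit read from the data, passing the limit was not always enough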;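 also: 0% = enzyme with substrate and 100% = substrate without enzyme; some results filed as inactive read as strong as hits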
Target sequence (Q92905 whole entry, looked up, one chain of several): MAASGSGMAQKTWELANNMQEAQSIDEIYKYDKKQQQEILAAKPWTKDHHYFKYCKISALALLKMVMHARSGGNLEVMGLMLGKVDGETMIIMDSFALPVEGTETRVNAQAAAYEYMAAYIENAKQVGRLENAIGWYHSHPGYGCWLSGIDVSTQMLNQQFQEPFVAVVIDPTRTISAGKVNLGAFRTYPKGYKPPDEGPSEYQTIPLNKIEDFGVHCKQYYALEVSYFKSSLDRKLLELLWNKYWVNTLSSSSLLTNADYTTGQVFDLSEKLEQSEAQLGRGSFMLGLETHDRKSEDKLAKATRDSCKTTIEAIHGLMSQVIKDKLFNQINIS
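assay system = purified human Csn5 enzyme expressed in HEK293T cells | amount = 0.24 nM enzyme | buffer or medium = Tris/NaCl/DTT buffer, pH 7.5 | reagent = 10 nM SCFSkp2-Nedd8OG | compound = one concentration, 12.5 µM, 0.25% DMSO | times = 90 min reaction at room temperature | signal = FP | read-out basis = % inhibition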
LMPTP inh: LMPTP (human) inhibition; P24666; recombinant LMPTP-A, OMFP fluorogenic substrate, fluorescence intensity; inhibition, % at 20 µM; 0.22% of 360,000 active;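 active = compounds that cut the enzyme signal by at least half of the control window in the single-dose screen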;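 also: plate controls were DMSO wells with enzyme plus substrate for no effect and substrate without enzyme for full effect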
Target sequence (P24666 whole entry, looked up): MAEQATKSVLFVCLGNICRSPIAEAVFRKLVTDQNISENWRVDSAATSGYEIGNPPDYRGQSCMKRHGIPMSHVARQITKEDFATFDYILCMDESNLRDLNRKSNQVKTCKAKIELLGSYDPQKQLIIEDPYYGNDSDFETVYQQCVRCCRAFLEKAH
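Test system – LMPTP-A enzyme · Amount – LMPTP-A at 0.625 nM final in the reaction · Buffer or medium – Bis-Tris pH 6.0, DTT, detergent · Reagent – OMFP 400 µM · Doses – single 20 µM dose · Schedule – reaction 50 min, room temperature, dark · Detection – fluorescence intensity of OMFP turnover product · Evaluation – percent inhibition versus substrate-only and uninhibited controls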
Scp1 inh: inhibitors of human Scp-1 phosphatase. inhibition, % at 20 µM. 0.88% of 340,000 active. AID 493091. Recombinant Scp1, phosphopeptide, malachite green phosphate absorbance;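 active = inhibition above about 50% at 20 µM, limit read from the data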;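 also: plate controls were DMSO wells with enzyme for no effect and wells lacking enzyme for full effect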
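Test system – truncated SCP-1 phosphatase (76-261aa) · Reagent – Phosphorylated 17-residue peptide substrate · Incubation – 45 min room-temperature reaction, 5 min colour, 30 min stabiliser · Detection – colorimetric phosphate reagent with accelerator and stabiliser, absorbance at 630 nm · Measure – % inhibition at 20 µM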
* = called active by the depositor; i = inactive; nt = no result given; + = active, no number.

The opening 2 entries, ahead of the listing:
SMILES	SUMO1-SIM PPI	DNMT1 block	Rpn11 inh	NadD block	STEP block	PABP1 MLLE inh	TbMetRS inhib	CSN deneddyl inh	LMPTP inh	Scp1 inh
COc1ccc(C2NC(=O)NC(O)(C(F)(F)F)C2C(=O)c2ccc(F)cc2)cc1 (stereo not drawn)	3	5	i	-2	0	2	-0.7	2	-1.2	-6
C=C(C)CN(Cc1ccccc1)C(=S)Nc1ccccc1	2	-3	i	-7	2	-84	-0.6	-3	-1.3	-9

Main list, previewed entries included:
SMILES	SUMO1-SIM PPI	DNMT1 block	Rpn11 inh	NadD block	STEP block	PABP1 MLLE inh	TbMetRS inhib	CSN deneddyl inh	LMPTP inh	Scp1 inh
COc1ccc(C2NC(=O)NC(O)(C(F)(F)F)C2C(=O)c2ccc(F)cc2)cc1 (stereo not drawn)	3	5	i	-2	0	2	-0.7	2	-1.2	-6
C=C(C)CN(Cc1ccccc1)C(=S)Nc1ccccc1	2	-3	i	-7	2	-84	-0.6	-3	-1.3	-9
COc1cc(CNCc2ccccn2)ccc1OCc1ccc(Cl)c(Cl)c1	-5	-3	i	-6	4	-6	-0.8	-1	0.7	-2
CS(=O)(=O)N1CCN(C(=O)c2c(F)cccc2F)CC1	-3	0	i	-6	0	-6	-0.2	5	-0.6	-4
O=C(NC1CCCC1)c1noc2c1CCCCC2	-2	1	i	2	-3	-2	-0.6	-1	0.3	-8
COc1ccc(S(=O)(=O)N2CCOCC2)cc1NC(=O)COC(=O)C1CC2CCCC(C1)C2=O (stereo not drawn)	1	0	i	3	1	-4	-0.5	2	-0.2	1
COC(=O)Nc1nc2ccc(-c3n[nH]c(=O)c4ccccc34)cc2[nH]1	3	-22	i	-1	2	-18	-0.3	-9	3.6	-12
CC(Sc1nnc(NC2CCCCC2)s1)C(=O)N1CCOCC1 (stereo not drawn)	-1	1	i	2	-3	22	-0.7	-8	1.1	-4
CCOC(=O)C1(C)CCCCCN1C(=O)c1csnn1 (stereo not drawn)	3	-4	i	1	1	34	0.7	-1	-0.9	nt
Clc1ccc2nc(CSc3nnc(-c4c[nH]c5ccccc45)o3)cn2c1	7	26	i	4	0	-121	1.2	1	0.7	-1
O=C(N=C1SC2CS(=O)(=O)CC2N1Cc1ccc(Cl)cc1)C1CCCO1 (stereo not drawn)	-4	-2	i	-3	-1	-1	0.3	2	-1.6	-3
CC1(C)Cc2cccc(OC(=O)NC3CCCCC3)c2O1	0	nt	nt	-4	nt	nt	-0.4	-3	-1.5	nt
COC(=O)C1=C(C)NC(C)=C(C(=O)OCC2CCCO2)C1c1ccc(Cl)c([N+](=O)[O-])c1 (stereo not drawn)	-8	1	i	-12	0	3	-0.5	-3	2.9	nt
CC(C)Cn1c(=O)n(C)c(=O)c2[nH]cnc21	2	-2	i	3	-2	4	-1.4	1	-2.1	-6
CCCC(=O)N=C1SC2CS(=O)(=O)CC2N1c1ccc(CC)cc1 (stereo not drawn)	2	-2	i	-2	0	-5	0.1	-1	-1.5	3
C[C@@H]1CN([C@H](C)CO)C(=O)CCCn2cc(nn2)CO[C@H]1CN(C)C(=O)Nc1ccccc1C(F)(F)F	5	3	i	4	1	4	-1.0	4	-0.6	nt
COCCNC(=O)c1ccc(C2SCC(=O)N2Cc2ccco2)cc1 (stereo not drawn)	0	-1	i	4	-1	25	0.0	-3	-1.7	-7
O=C(Nc1ccc2[nH]ncc2c1)C1CCC1	7	0	i	-6	-2	0	-0.4	3	-2.4	18
O=C(Nc1ccccc1Cl)c1cc(C2CCCCN2C(=O)c2ccccc2)on1 (stereo not drawn)	1	-4	i	0	-1	0	-0.1	-8	1.4	nt
Cc1cc(C)cc(N(CC(=O)N2CCCC2)S(C)(=O)=O)c1	5	-3	i	-1	-3	8	1.4	3	-0.3	-10
N#CCCn1cc(C=C(C#N)C#N)c(-c2ccc(Cl)cc2)n1	4	7	i	-7	0	27	-1.1	-7	3.0	-1
COc1ccc(-c2nsc3c(N4CCCC4)ncnc23)cc1	-11	5	i	2	-1	1	-1.0	3	0.6	-2
CCc1c(C(C)S(=O)(=O)c2ccc(C)cc2)[nH]c(=O)n1-c1ccc(C)cc1 (stereo not drawn)	1	-1	i	5	-2	21	-0.3	0	0.3	-6
Cc1cc2c(OCC(O)CNC3CCCCC3)cccc2[nH]1 (stereo not drawn)	-2	-10	i	1	2	4	0.2	-9	-0.2	3
O=C(Cn1cnc2ccccc2c1=O)NCc1ccc2c(c1)OCO2	4	-3	i	-2	1	-5	0.2	-5	1.5	4

Profiles, quoted from the list:
Results for CC1(C)Cc2cccc(OC(=O)NC3CCCCC3)c2O1 → SUMO1-SIM PPI = 0; DNMT1 block = nt; Rpn11 inh = nt; NadD block = -4; STEP block = nt; PABP1 MLLE inh = nt; TbMetRS inhib = -0.4; CSN deneddyl inh = -3; LMPTP inh = -1.5; Scp1 inh = nt
Results for C[C@@H]1CN([C@H](C)CO)C(=O)CCCn2cc(nn2)CO[C@H]1CN(C)C(=O)Nc1ccccc1C(F)(F)F → SUMO1-SIM PPI = 5; DNMT1 block = 3; Rpn11 inh = i; NadD block = 4; STEP block = 1; PABP1 MLLE inh = 4; TbMetRS inhib = -1.0; CSN deneddyl inh = 4; LMPTP inh = -0.6; Scp1 inh = nt
Results for COC(=O)Nc1nc2ccc(-c3n[nH]c(=O)c4ccccc34)cc2[nH]1 → SUMO1-SIM PPI = 3; DNMT1 block = -22; Rpn11 inh = i; NadD block = -1; STEP block = 2; PABP1 MLLE inh = -18; TbMetRS inhib = -0.3; CSN deneddyl inh = -9; LMPTP inh = 3.6; Scp1 inh = -12

Later entries:
SMILES	SUMO1-SIM PPI	DNMT1 block	Rpn11 inh	NadD block	STEP block	PABP1 MLLE inh	TbMetRS inhib	CSN deneddyl inh	LMPTP inh	Scp1 inh
O=C(NC(=S)NNC(=O)c1cccs1)c1ccco1	0	-4	i	2	-3	17	-0.1	-1	-0.9	-8
Cc1cccc(Oc2ncnc(N)c2[N+](=O)[O-])c1	-25	4	i	-8	-2	7	-0.3	-7	-0.7	0
Cc1nnc2n(C3CCCCC3)c(=O)c3c4c(sc3n12)COC(C)(C)C4	-1	1	i	1	-2	-1	-1.0	-1	-0.4	4
CC(=O)c1cccc(N(C(=O)c2ccccn2)C(C(=O)NC2CCCCC2)c2ccccc2)c1 (stereo not drawn)	2	0	i	0	-2	-3	0.0	2	-2.5	-7
COc1ccccc1CCNC(=O)C1CCC(=O)N(C2CC2)C1 (stereo not drawn)	1	0	i	2	-3	-2	0.8	0	-0.4	-5
O=C(COc1ccc(Cl)cc1Cl)Nc1cccnc1	2	0	i	-7	0	16	1.6	-9	1.1	-2
CCN(CC)C(=O)Oc1cc(COC)nc(-c2ccccc2)n1	4	-3	i	-1	1	-6	-0.1	1	-0.8	-10
CC(=O)C1=C(O)C(=O)N(c2ccc(C)cc2)C1c1ccccn1 (stereo not drawn)	-8	-4	i	-4	-3	11	0.1	6	-1.0	-5
Cc1nn(C)c(=S)n1-c1ccc(Cl)cc1	-1	-2	i	7	-3	-19	-0.2	4	-0.8	-1
CCOC(=O)c1c(CN2CCN(Cc3ccccc3)CC2)n(C)c2cc(Br)c(OC)cc12	2	-6	i	-1	3	-10	-0.2	-1	5.8	-2
Cc1ccc(NC(=O)C2CCCN(S(=O)(=O)c3cccs3)C2)cc1 (stereo not drawn)	-2	-2	i	2	-4	-12	0.2	3	0.2	-7
COc1ccc(-n2nnc3c(=O)n(CC(=O)Nc4ccc5c(c4)OCCO5)cnc32)cc1OC	19	-4	+	-9	10	-11	-0.5	9	35	18
CN(C)S(=O)(=O)N1CCCN(S(=O)(=O)N(C)C)CC1	1	-3	i	6	2	-2	-1.0	0	-1.1	-2
CCC(C)Sc1ccc([C@H]2N[C@@](C)(C(=O)OC)[C@H]3C(=O)N(CC)C(=O)[C@@H]23)cc1 (stereo partly drawn)	5	1	i	3	1	2	-0.1	-6	0.2	-6
CC(C)(C)C(=O)NC(=S)NNC(=O)c1sc2ccccc2c1Cl	-1	-4	i	-1	2	21	0.1	-4	0.4	-13
COc1ccc(CCN2C(=O)N[C@@H](C(C)C)C2=O)cc1	0	0	i	-3	0	-7	-0.5	0	-2.4	-13
Cc1ccc(S(=O)(=O)N2CCC(C(=O)NCCCN3CCOCC3)CC2)cc1	-19	-1	i	-2	0	0	0.1	2	-9.2	-8
Fc1ccccc1NC(=S)NCc1ccc2c(c1)OCO2	1	1	i	-2	0	11	0.0	-2	-2.4	-7
CCc1cc2c(N3CCN(c4ccccc4)CC3)ncnc2s1	-1	-3	i	2	2	-4	-0.4	4	0.8	4
Clc1ccc(N2N=C(c3cccs3)CC2c2ccco2)cc1 (stereo not drawn)	0	-6	i	1	2	0	-1.1	10	3.2	-7
CC(Oc1ccc2cc(-c3ccccc3)c(=O)oc2c1)C(=O)NCC1CCC(C(=O)O)CC1 (stereo not drawn)	-10	5	i	-5	-4	9	-1.8	-1	0.6	1
O=C(OCc1ccccc1)c1cn(-c2ccccc2)nc1-c1ccncc1	3	-9	i	1	1	-11	-0.9	2	3.6	7
CCCn1c(N)c(N(CCOC)C(=O)c2cc(C)cc(C)c2)c(=O)[nH]c1=O	2	-2	i	-4	-3	13	-0.5	5	-1.4	-5
COc1ccc(CCN(C)CC(O)COc2ccc(C(C)=O)cc2OC)cc1OC (stereo not drawn)	1	0	i	-2	3	7	-0.2	0	-1.3	-9
CCNc1nc(C)c(CN(C(C)=O)c2ccccc2)nc1C#N	-7	-1	i	-5	-4	-5	-0.3	2	-2.6	-8
Cc1cc(C)cc(Oc2ccccc2/C=C\C(=O)O)c1	2	2	i	-1	4	1	-0.1	2	-1.1	-6

As entered above:
PABP1 MLLE inh result of CCOC(=O)c1c(CN2CCN(Cc3ccccc3)CC2)n(C)c2cc(Br)c(OC)cc12 reads -10
SUMO1-SIM PPI result of O=C(NC(=S)NNC(=O)c1cccs1)c1ccco1 reads 0
LMPTP inh result of CCC(C)Sc1ccc([C@H]2N[C@@](C)(C(=O)OC)[C@H]3C(=O)N(CC)C(=O)[C@@H]23)cc1 (stereo partly drawn) reads 0.2
STEP block result of Cc1nnc2n(C3CCCCC3)c(=O)c3c4c(sc3n12)COC(C)(C)C4 reads -2
SUMO1-SIM PPI result of COc1ccc(CCN(C)CC(O)COc2ccc(C(C)=O)cc2OC)cc1OC (stereo not drawn) reads 1
